Assay outcomes deposited in PubChem BioAssay by Sanford-Burnham Center for Chemical Genomics.
EBI2 antag – EBI2 receptor antagonists, beta-arrestin recruitment, primary screen, cell-based, luminescence, 7a,25-OHC stimulation, uHTS; G-protein coupled receptor 183 (Homo sapiens), P32249; 7a,25-OHC stimulated; inhibition, % at 5 µM; 0.81% of 360,000 active; in the data active = inhibition above about 38%;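 note: enzyme fragment complementation signal reports receptor beta-arrestin coupling in cells; 0% = agonist plus DMSO wells and 100% = wells without agonist; some results beyond the cut were filed as inactive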
Target sequence (P32249 whole entry, looked up, the tested form may be a part): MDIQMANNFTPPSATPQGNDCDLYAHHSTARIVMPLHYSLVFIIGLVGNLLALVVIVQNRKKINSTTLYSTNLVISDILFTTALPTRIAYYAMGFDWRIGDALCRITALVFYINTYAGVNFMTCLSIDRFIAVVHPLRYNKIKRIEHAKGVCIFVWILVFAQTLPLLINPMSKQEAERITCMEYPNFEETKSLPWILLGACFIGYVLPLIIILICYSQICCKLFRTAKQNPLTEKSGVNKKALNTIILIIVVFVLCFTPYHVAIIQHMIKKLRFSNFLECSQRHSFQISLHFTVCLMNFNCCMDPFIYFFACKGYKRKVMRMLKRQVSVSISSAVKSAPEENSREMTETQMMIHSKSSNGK
MPTP block – mitochondrial permeability transition pore inhibitors, primary screen, biochemical, isolated mouse mitochondria, absorbance; AID 602449, 2012; Ca2+ swelling absorbance, 30 min; inhibition, % at 10 µM; 1.4% of 360,000 active;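 active = inhibition of 50% or more, scaled per plate between neutral and stimulator controls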;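 note: 0% = DMSO wells given calcium and 100% = 1 mM EGTA wells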
Gli-Sufu block – Gli-Sufu pathway antagonists, primary screen, luciferase luminescence, Sufu-KO-LIGHT cells, uHTS. Sufu-KO-LIGHT fibroblasts, Gli luciferase reporter luminescence. inhibition, % at 5 µM. 0.74% of 340,000 active;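 active = inhibition above about 55%, limit read from the data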;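 note: 0% = DMSO-treated cells and 100% = wells with medium but no cells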
CCR6 antagonist – CCR6 receptor antagonists, primary screen, cell-based, CHO-K1, luminescence, beta-arrestin, uHTS; C-C chemokine receptor type 6 (Homo sapiens), P51684; AID 493098, 2011; inhibition, % at 20 µM; 0.49% of 340,000 active; CHO-K1 CCR6 PathHunter beta-arrestin, CCL20-stimulated;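 active = compounds whose inhibition of the agonist-driven luminescence signal at 20 µM reaches about 50%, limit read from the data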;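 note: cells stimulated with CCL20 at 14 nM final; plate controls were DMSO with CCL20 for no effect and DMSO without agonist for full effect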
CXCR6 inh – CXCR6 receptor inhibitors, primary screen, cell-based, beta-arrestin, luminescence, CHO-K1 PathHunter, 1536-well | AID 602244, 2012 | C-X-C chemokine receptor type 6 (Homo sapiens), O00574 | inhibition, % at 20 µM | 0.36% of 360,000 active; in the data active = inhibition above about 34%, passing the limit was not always enough;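 note: antagonist mode with CXCL16 agonist at 10 nM final; 0% = 10 nM CXCL16 with DMSO and 100% = unstimulated wells without agonist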
Target sequence (O00574 whole entry, looked up): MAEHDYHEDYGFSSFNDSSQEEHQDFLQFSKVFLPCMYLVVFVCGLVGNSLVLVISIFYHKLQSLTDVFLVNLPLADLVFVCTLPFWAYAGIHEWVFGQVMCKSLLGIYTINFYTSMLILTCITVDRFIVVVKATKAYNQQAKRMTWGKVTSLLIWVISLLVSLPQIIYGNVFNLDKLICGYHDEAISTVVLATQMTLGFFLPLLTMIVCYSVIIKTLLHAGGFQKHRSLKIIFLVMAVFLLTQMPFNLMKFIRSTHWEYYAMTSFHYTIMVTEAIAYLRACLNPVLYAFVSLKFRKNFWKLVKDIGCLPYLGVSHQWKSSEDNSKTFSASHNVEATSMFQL
A3A deaminase – APOBEC3A ssDNA deaminase inhibitors, primary screen, selectivity assay for APOBEC3G inhibitor project, biochemical, FAM/TAMRA oligo cleavage fluorescence; inhibition, % at 20 µM; DNA dC->dU-editing enzyme APOBEC-3A (Homo sapiens), P31941; 0.41% of 330,000 active; recombinant A3A, FAM/TAMRA ssDNA deamination fluorescence;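 active = at least 40% inhibition at 20 µM here, with at most 30% in a related deaminase screen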;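 note: plate controls were A3A with DMSO for no effect and wells lacking A3A enzyme for full effect; some results filed as inactive read as strong as hits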
Target sequence (P31941 whole entry, looked up): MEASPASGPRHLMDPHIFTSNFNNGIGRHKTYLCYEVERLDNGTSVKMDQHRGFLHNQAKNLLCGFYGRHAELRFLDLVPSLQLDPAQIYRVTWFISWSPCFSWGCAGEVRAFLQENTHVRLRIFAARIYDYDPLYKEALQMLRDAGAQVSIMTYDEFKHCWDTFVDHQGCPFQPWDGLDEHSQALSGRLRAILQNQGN
APOBEC3G inh – APOBEC3G DNA deaminase inhibitors, primary screen, biochemical, fluorescence, single-stranded DNA substrate, uHTS | DNA dC->dU-editing enzyme APOBEC-3G (Homo sapiens), Q9HC16 | recombinant A3G, ssDNA deamination FAM/TAMRA fluorescence | inhibition, % at 20 µM | 0.28% of 330,000 active | AID 493012, 2011;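 active = inhibition of at least 40% at 20 µM, with no more than 30% in the related APOBEC3A deaminase screen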;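 note: plate controls were DMSO wells with A3G for no effect and wells lacking A3G enzyme for full effect; some compounds called inactive have numbers as strong as hits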
NR3A LBD binder – binders of NR3A ligand-binding domain, primary screen, biophysical, differential scanning fluorimetry, uHTS; Glutamate receptor ionotropic, NMDA 3A (GRIN3A) ligand-binding domain; NR3A LBD differential scanning fluorimetry, Tm shift; 0% = protein alone, 100% = glycine-bound protein; Tm shift relative to glycine control, % at 25 µM; 2.5% of 340,000 active; AID 1259313, 2017;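 active = melting temperature shift of at least 10% of the positive control shift, at one fixed dose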
Active calls of the source: *; · = not tested or not shown. No enrichment for hits; about 5.8% have a hit in one of these screens.

SMILES	EBI2 antag	MPTP block	Gli-Sufu block	CCR6 antagonist	CXCR6 inh	A3A deaminase	APOBEC3G inh	NR3A LBD binder
Cc1cc(C)nc(Sc2nc(Cl)nc(N(c3ccccc3)c3ccccc3)n2)n1	2.0	2.3	-10.1	2.0	0.6	-4.6	3.5	2.8
COc1ccc2sc(N3C(=O)C4CC=C(C)CC4C3=O)nc2c1 (centres undefined)	-1.0	-0.2	-6.9	14.9	-1.1	1.7	2.6	-22.3
Cc1ccccc1NC(=O)CC1C(=O)NCCN1C(=O)c1cccc(Cl)c1 (centres undefined)	-5.4	0.5	-0.6	7.9	-8.9	0.6	-0.8	-0.9
COc1ccc(C2/C(=C(\O)c3ccc4c(c3)OCCO4)C(=O)C(=O)N2Cc2ccco2)c(OC)c1 (centres undefined)	1.2	-0.5	7.7	4.5	1.8	-2.9	-4.2	-0.8
Cc1ccc(CNc2ncccc2-c2nc3cc(Cl)ccc3o2)cc1	5.7	1.7	-4.3	9.8	-4.9	2.1	0.9	1.0
Clc1ccccc1OCc1nnc2n1CCCCC2	-4.4	0.8	-10.4	6.9	-0.2	5.4	1.1	0.8
Cc1ccc2nc(NC(=O)COC(=O)c3ccncc3)sc2c1	-7.3	-1.8	-39.3	4.7	-9.4	-2.9	-1.9	-1.6
CN1CCc2nc(SCc3ccc(C(C)(C)C)cc3)c(C#N)cc2C1	-6.5	1.7	11.7	12.9	5.1	0.5	-3.2	2.5
COc1cccc(CNC(=O)CCCn2ncn3c(cc4occc43)c2=O)c1	-9.3	-0.6	-1.6	11.0	-1.2	-1.8	0.2	0.4
CCOC(=O)c1c(NC(=O)Cc2cccs2)sc(C)c1C	13.2	0.7	-1.2	10.4	-1.6	-1.6	-5.7	-1.1
O=C(COc1ccccc1)NCC1(N2CCCCC2)CCCCC1	11.7	2.1	1.1	2.0	-9.9	-5.2	-8.2	0.1
N#CCCn1c(O)c(N=NC(=O)CNC(=O)c2cccs2)c2ccccc21	-7.6	1.0	-0.3	5.3	6.0	-1.1	10.0	-0.2
CC(=O)NC1=NN(C(C)=O)C(c2ccc(C)cc2)S1 (centres undefined)	-4.7	-2.8	-4.4	0.8	-1.6	-5.5	-5.1	-1.5
CCCCC(=O)Nc1ccc(Br)cc1C(=O)O	-7.2	-1.3	1.1	1.9	-4.0	-2.8	-5.5	1.9
CC1(C)Cc2c(sc3c2c(=N)n(Cc2ccco2)c(=O)n3Cc2ccc(Cl)cc2)CO1	27.8	1.7	-6.2	0.6	11.7	-2.5	-3.7	1.1
Cc1ccc2oc(C(=O)N(Cc3nccn3C)C(C)C)c(C)c2c1	-10.5	-2.1	0.2	13.7	3.1	-4.9	-4.1	-0.7
CC(C)CN(C(=O)COC(=O)c1ccc2ccccc2n1)C1CCS(=O)(=O)C1 (centres undefined)	-10.5	-3.5	2.9	-1.2	3.6	-4.7	30.8	-0.5
Cc1cc2ccccc2nc1-c1ccccc1F	1.5	0.0	-14.3	13.3	4.8	·	·	5.3
CCOC(=O)Cc1csc(NC(=O)c2ccc(NC(C)=O)cc2)n1	-0.8	-0.3	-1.4	4.6	-0.6	0.6	-0.9	-1.8
COC(=O)c1cc(C(=O)CC(C)C)c[nH]1	-7.5	-0.9	-10.8	9.3	-7.8	3.8	3.5	0.8
CCC1(c2ccc(F)cc2)NC(=O)N(CC(=O)Nc2ccccc2Cl)C1=O (centres undefined)	-5.0	1.3	-22.1	2.2	-1.7	-3.2	-7.2	1.2
Oc1ccc2ccccc2c1CN1CCCCC1	-1.7	0.1	22.6	-4.0	-0.3	·	·	1.9
C[C@]12c3[nH]c4ccc(Cl)cc4c3CCN1C(=O)[C@@H](CC(=O)NCCCn1ccnc1)C[C@@H]2C(=O)N1CCOCC1	-8.2	0.5	-8.1	11.3	-1.0	0.5	0.7	0.2
Cc1ccc(C2C(C#N)=C(N)Oc3n[nH]c(-c4cccs4)c32)s1 (centres undefined)	-17.8	0.8	8.2	0.8	-2.3	1.8	0.4	0.2
COC(=O)CNC(c1ccccc1)c1cc(C)ccc1NC(=O)c1cccc(Cl)c1 (centres undefined)	18.6	0.3	28.9	4.3	1.4	0.1	-1.4	-21.9
O=C(Nc1cccc(OC(=O)c2ccc(Br)o2)c1)c1ccccc1	-11.5	-1.1	-0.7	15.8	-0.6	-0.7	-2.9	-2.5
COc1ccc(C(=O)N2CCN(c3nc4cc(C)ccc4cc3C#N)CC2)c(OC)c1	2.4	18.4	19.7	-9.4	-11.9	-3.5	-3.4	-0.7
COc1ccc(S(=O)(=O)NC2CCCCC2)cc1C(=O)N1CCCCC1	-5.0	0.3	-3.6	5.7	-6.7	-1.5	-7.4	-3.6
O=C1NC(c2cccc([N+](=O)[O-])c2)Oc2ccccc21 (centres undefined)	1.4	-0.6	-1.4	8.3	6.7	-5.2	-5.9	-2.2
CC12COC3(C(=O)Nc4ccc([N+](=O)[O-])cc4)CC1CCC32C (centres undefined)	-14.2	3.1	5.2	4.7	-1.8	-2.9	-8.7	16.8*

Given with values under each structure: 3 of the compounds above.
The line under a structure holds: EBI2 antag, MPTP block, Gli-Sufu block, CCR6 antagonist, CXCR6 inh, A3A deaminase, APOBEC3G inh, NR3A LBD binder
Cc1ccc(C2C(C#N)=C(N)Oc3n[nH]c(-c4cccs4)c32)s1 (centres undefined)
    -17.8, 0.8, 8.2, 0.8, -2.3, 1.8, 0.4, 0.2
COC(=O)CNC(c1ccccc1)c1cc(C)ccc1NC(=O)c1cccc(Cl)c1 (centres undefined)
    18.6, 0.3, 28.9, 4.3, 1.4, 0.1, -1.4, -21.9
O=C(Nc1cccc(OC(=O)c2ccc(Br)o2)c1)c1ccccc1
    -11.5, -1.1, -0.7, 15.8, -0.6, -0.7, -2.9, -2.5

Continuation.
SMILES	EBI2 antag	MPTP block	Gli-Sufu block	CCR6 antagonist	CXCR6 inh	A3A deaminase	APOBEC3G inh	NR3A LBD binder
Cn1ncc2nnn(-c3ccccc3)c(=O)c21	-5.6	-0.3	1.5	21.2	3.7	2.4	1.4	-7.5
COCCNC(=O)c1cc(C(=O)CC(C)C)c[nH]1	0.8	-1.9	-2.0	16.1	3.9	3.8	1.7	-0.3
Cc1ccc(C(CNC(=O)Nc2ccccc2)N2CCN(C)CC2)cc1 (centres undefined)	-3.6	2.0	-1.5	-3.6	-2.0	-4.1	-5.3	0.9
COc1cccc(-c2nc3ccc([N+](=O)[O-])cc3o2)c1	12.6	1.7	-88.3	12.2	-0.9	2.4	-12.3	0.5
O=C(Nc1ccnn1C1CCN(C2CCC2)CC1)c1cccc(F)c1	0.4	-2.0	28.1	-10.2	-1.4	2.5	-6.4	-3.1
CC1(C)CC(NC(=O)CC(c2ccccc2)c2ccccc2)CC(C)(C)N1	-1.1	-0.6	-0.5	3.5	-1.7	0.3	-2.0	-0.9
CCOC(=O)/C(C#N)=C/Nc1cc(F)ccc1C	1.0	0.5	-9.9	6.8	0.8	0.3	2.5	-1.6
COc1ccc(CCN2C(=O)CS/C2=N\NC(=O)c2ccc(C(C)(C)C)cc2)cc1OC	2.7	-1.5	8.1	8.7	-17.7	-8.1	-5.9	-1.1
CC1(c2ccc3c(c2)OCO3)NC(=O)N(CC(=O)Nc2ccccc2[N+](=O)[O-])C1=O (centres undefined)	8.3	-1.4	-9.8	10.0	-8.4	-1.7	-3.7	0.8
COC(=O)[C@H]1[C@@H](C)N(Cc2ccccc2)C(=O)N[C@H]1c1cccc(C(F)(F)F)c1	-1.3	0.3	6.9	16.9	-0.9	-3.5	-5.0	-3.6
O=C(CN1C(=O)c2ccccc2S1(=O)=O)NC1CC2CCC1C2 (centres undefined)	-1.9	-0.9	0.7	-3.4	5.1	4.0	0.3	1.4
COc1ccc(C(C(=O)NC2CCCC2)N(C(=O)Cc2cccs2)C2CC2)cc1OC (centres undefined)	10.4	-1.9	-23.0	10.2	3.7	-1.9	-6.1	-0.3
Cc1ccc(-c2ccc(C#N)c(=O)n2CC(=O)N(C)C)cc1	-7.2	-0.4	-13.9	-17.8	-15.8	6.5	0.9	0.1
O=C1c2ccccc2CC1(Cc1ccccc1)Cc1ccccc1	17.5	0.4	-0.9	21.4	4.0	-0.3	-0.9	0.5
Cc1cc(C(=O)CN2C(=O)NC(CCS(C)(=O)=O)C2=O)c(C)n1C1CC1 (centres undefined)	6.8	-1.4	-4.0	0.1	-9.6	-0.7	-2.1	1.2
CC(=O)c1ccc(N(CC(=O)NC2CCCCC2)C(=O)CNC(=O)c2ccco2)cc1	-2.6	0.0	-6.8	12.5	1.1	-2.6	-6.5	0.9
CC(C)C(=O)Nc1ccc(N2CCCC2)c(Cl)c1	2.7	-0.6	7.8	1.3	-1.2	-2.5	-8.5	-3.7
Oc1ccc(Br)cc1-c1nc2cnccn2c1NC1CCCC1	33.3	20.0	-1.7	-5.2	-2.2	-0.1	-3.0	-3.6
COc1ccccc1-n1c(SCC(=O)N2CCc3ccccc32)nc2c(c1=O)SCC2	-0.5	-0.1	3.9	10.7	5.2	3.0	-7.4	-3.6
CC(=O)c1cccc(NC(=O)CCN2C(=O)C3CC=CCC3C2=O)c1 (centres undefined)	0.7	-0.1	-2.0	4.5	-3.7	1.0	-4.1	1.1
Cc1cc(C)c(N2C(=O)C3C4CC(=O)C(c5ccccc54)C3C2=O)c(C)c1 (centres undefined)	-4.8	0.9	2.8	-2.1	5.4	1.0	-3.9	0.5
C#CCOc1ccc(C2C3=C(CC(C)(C)CC3=O)N(CC(=O)O)C3=C2C(=O)CC(C)(C)C3)cc1OC	2.4	0.2	6.5	11.3	-4.5	-6.0	-5.0	-1.4
O=C(Nc1ccc(Cl)cc1)C1CCN(C(=O)NC2CCCCC2)CC1	5.9	-0.5	11.0	10.5	-3.7	-7.3	-5.0	-1.7
CCCNC(=O)CC1C(=O)N(Cc2ccccc2)C(C)c2nc3ccccc3n21 (centres undefined)	-4.4	-0.4	0.3	8.7	5.8	-4.2	-6.1	-1.6
CCOC(=O)N1CCN(C(=O)C2CCN(C(=O)Nc3ccccc3)CC2)CC1	-0.7	-3.0	2.7	7.5	-1.0	1.0	-3.1	-0.2
Cc1cc(OCC(=O)Nc2sc3c(c2C#N)CC(C)(C)NC3(C)C)c(C(C)C)cc1Cl	-21.2	46.4	0.3	-15.6	-10.5	-0.9	-0.3	-1.5
Cc1c(C)c2ccc(OCC(=O)c3ccccc3)cc2oc1=O	3.0	0.3	-39.5	5.3	7.4	3.8	-2.0	2.4
COc1ccc(NC(=O)CN2C(=O)C(=O)N(C3CCCC3)C2=O)c(OC)c1	-5.9	1.3	0.7	14.4	1.4	-3.0	-7.1	1.0
CCCCC(CC)C(=O)N1CCN(C(=O)c2ccco2)CC1 (centres undefined)	-16.7	-1.4	2.2	-4.6	-1.3	-0.1	-4.4	0.4
S=c1[nH]nc(-c2ccc3ccccc3n2)n1-c1cc(Cl)cc(Cl)c1	-0.2	0.3	4.4	9.8	11.3	-1.7	-10.4	-12.2
Cc1cc(C(=O)N/N=C/c2cc(Cl)cc([N+](=O)[O-])c2O)c2ccccc2n1	54.2*	7.3	1.7	34.9	22.9	4.8	-0.4	0.6
CC(C)(CNCc1ccccc1)NS(=O)(=O)c1ccccc1	-7.8	0.9	-1.1	5.6	10.0	0.8	-4.1	0.5
